# Screens (PubChem)
# NR2F2 inh: NR2F2 transcriptional activity inhibitors, primary screen, cell-based, luciferase reporter, HEK293T, luminescence | COUP transcription factor 2 (Homo sapiens), P24468 | HEK293T NGFI-A luciferase reporter | inhibition, % at 8.6 µM | 370,000 compounds, 0.7% hits | AID 686940, 2013;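 active means inhibition above a per-plate cutoff, mean inhibition of test wells between control levels plus 3 SD, cut at about 38% in these data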;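 further: cells cotransfected with COUP-TFII expression vector driving the NGFI-A reporter; 0% = median of COUP-TF2 test wells and 100% = reporter-only cells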
# NOD2 RIPK2 PPI: NOD2-RIPK2 binding disruptors in cells, primary screen, fluorescence, CHO cells, BLA complementation. CCF4 ratio. inhibition, % at 4.98 µM. 360,000 compounds, 0.38% hits. AID 624267, 2012; in the data active means inhibition above about 21%;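 further: 0% = vehicle only and 100% = reference blocker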
# EBV LMP1 NFkB: EBV LMP1-driven NF-kappaB luciferase reporter inhibitors, primary screen, cell-based, luminescence, single point; LMP1-induced NF-kappaB luciferase reporter cells; inhibition, % at 12.5 µM; 350,000 compounds, 0.69% hits; AID 504558, 2011; in the data active means inhibition above about 41%;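 further: 0% = neutral control wells and 100% = reference inhibitor control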
# ABHD5 PLIN5 PPI: ABHD5-PLIN5 interaction inhibitors, primary screen, cell lysate, split luciferase complementation, luminescence. inhibition, % at 4 µM. 360,000 compounds, 0.78% hits. Split G. princeps luciferase complementation, 4 h. AID 602281, 2012. Perilipin-5 (Homo sapiens) + 1-acylglycerol-3-phosphate O-acyltransferase ABHD5 (Homo …;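 active means inhibition above the mean inhibition across every tested compound plus 3 SD, cut at about 22% in these data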;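 further: 0% = DMSO only wells and the 100% control is not disclosed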
# NCOA1 inh: SRC1 coactivator transcriptional activity inhibitors, primary screen, cell-based, luminescence; Nuclear receptor coactivator 1 (Homo sapiens), Q15788; HEK293 GAL4-SRC1 luciferase reporter; inhibition, % at 3.6 µM; 360,000 compounds, 0.12% hits; AID 588354, 2011;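 active means inhibition above the campaign mean plus 3 SD, with each screening campaign given its own cutoff, cut at about 60% in these data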;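 further: 0% = DMSO treated cells and 100% = gossypol at 36 µM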
# TLR9-MyD88 inh: inhibitors of TLR9-MyD88 association in cells, primary screen, cell-based, CHO, BLA complementation, fluorescence; CCF4 FRET ratio; AID 504734, 2011; inhibition, % at 4.98 µM; 340,000 compounds, 0.21% hits; Toll-like receptor 9 (Homo sapiens) + Myeloid differentiation primary response protein …;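 active means inhibition above the mean over all tested compounds plus 3 SD, cut at about 21% in these data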;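 further: 0% = DMSO only wells and 100% = clavulanate BLA inhibitor control wells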
# NCOA2 inhibitor: inhibition of GAL4-SRC2 driven luciferase reporter, primary screen, SRC2 inhibitor project, cell-based, luminescence | Nuclear receptor coactivator 2 (Homo sapiens), Q15596 | AID 651957, 2012 | 370,000 compounds, 0.17% hits | HEK293 GAL4-SRC2 luciferase reporter | inhibition, % at 9 µM;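 active means inhibition above the mean inhibition of all tested compounds plus 3 SD, set per campaign, cut at about 52% in these data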;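 further: 0% = DMSO treated cells and 100% = cells given Gossypol at 36 µM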
# LRH-1 inv ag: LRH-1 (NR5A2) inverse agonists, primary screen, cell-based, luminescence, HEK293T, StAR-luciferase reporter; LRH-1 transfected, 24 h; Nuclear receptor subfamily 5 group A member 2 (Homo sapiens), O00482; inhibition, % at 3.6 µM; 360,000 compounds, 0.13% hits;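 active means inhibition above the mean inhibition of all tested compounds plus 3 SD, cut at about 73% in these data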;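 further: 0% = DMSO wells and 100% = reporter-only cells lacking LRH-1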
# MC4R ag barr: MC4R agonists recruiting beta-arrestin, primary screen, cell-based, luminescence, agonist arm of biased-ligand search. Melanocortin receptor 4 (Homo sapiens), P32245. U2OS MC4R beta-arrestin complementation; percent of melanotan II response, DMSO zero. activation, % at 8.9 µM. 360,000 compounds, 0.98% hits. AID 540308, 2011;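 active means activation above a per-plate cutoff, the mean activation of sample wells on that plate plus 3 SD, cut at about 8% in these data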
# NCOA3 inh: SRC3 coactivator transcriptional activity inhibitors, primary screen, cell-based, luminescence; Nuclear receptor coactivator 3 (Homo sapiens), Q9Y6Q9; HEK293 GAL4-SRC3 luciferase reporter; inhibition, % at 3.6 µM; 360,000 compounds, 0.17% hits;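 active means inhibition above a per-campaign cutoff, the mean of all compounds plus 3 SD, cut at about 60% in these data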;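 further: 0% = DMSO-treated cells and 100% = gossypol-treated cells at 36 µM; higher means less SRC3-driven luciferase light from the GAL4 reporter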
# MC4R antagonist: MC4R antagonists of cAMP signaling, primary screen, cell-based, TR-FRET, antagonist arm of biased-ligand search; Melanocortin receptor 4 (Homo sapiens), P32245; MC4R-expressing cells, MTII-stimulated cAMP, LANCE TR-FRET; inhibition, % at 6.5 µM; 360,000 compounds, 0.48% hits; AID 540295, 2011;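 active means inhibition above its plate's cutoff, the mean of tested wells on that plate plus 3 SD, cut at about 29% in these data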;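 further: 0% = Melanotan II alone and 100% = Melanotan II plus saturating MCL0020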
#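 Assay system: U2OS cells stably expressing human melanocortin 4 receptor (MC4R) / Dosing: 6.5 µM / Timing: compound 30 min, challenge 1 h, detection 1 h / Measured by: Eu-cAMP/anti-cAMP TR-FRET, emission 671 nm / Replicates: singlicate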
# * = called active by the depositor; . = not tested or not shown; & = joins results of further samples. Not all compounds are listed; rates above refer to the full screens.
NR2F2 inh,NOD2 RIPK2 PPI,EBV LMP1 NFkB,ABHD5 PLIN5 PPI,NCOA1 inh,TLR9-MyD88 inh,NCOA2 inhibitor,LRH-1 inv ag,MC4R ag barr,NCOA3 inh,MC4R antagonist,SMILES
-1,3,1,-2,13,9,-21,-8,-0.7,11,3,N#Cc1ccccc1S(=O)(=O)N1CCN(C(=O)CN(Cc2ccco2)Cc2cccs2)CC1
5,4,2,1,-8,-1,-5,3,-2.6,7,2,CC(Oc1ccc([N+](=O)[O-])cc1)C(=O)NCCCN1CCOCC1 (configuration not stated)
5,-2,-9,-2,-11,0,-5,-14,-0.2,-5,8,O=C(O)c1ccc(N2C(=O)/C(=C/C=C/c3ccccc3)SC2=S)cc1
-27,-3,-1,5,-30,5,-3,2,-0.2,14,1,CCOCCCN1C(=O)C(O)=C(C(C)=O)C1c1cccs1 (configuration not stated)
19,-2,2,1,15,-3,-23,9,-0.2,13,1,Clc1ccc(-n2nnnc2CN2CCOCC2)cc1Cl
5,2,-2,-2,-35,8,1,-4,-2.1,-10,3,COc1cc(OC)c(C(=O)NCCCN2CCOCC2)cc1OC
-7,8,1,-6,2,5,-4,-5,-2.6,-26,5,CCOC(=O)CCCCCC(=O)Nc1ccc2c(c1)C(=O)N([C@@H](C)CO)C[C@@H](C)[C@H](CN(C)C(=O)c1ccncc1)OCCCC[C@H](C)O2
-6,-2,-5,2,10,-3,-5,7,-2.6,6,5,COc1ccc(NS(=O)(=O)c2cc(C(=O)N3CCN(C(C)=O)CC3)ccc2Cl)cc1
-31,-10,6,-3,-13,-11,7,-6,-1.1,-4,0,COc1c(S(=O)(=O)N2CCCCC2)ccc2c(S(=O)(=O)N3CCCCC3)cccc12
-7&-27,6&-6,-8&10,1&2,22&16,4&9,-1&-12,26&4,0.1&-1.5,-7&21,-8&1,COc1ccccc1N1C(N)=NC(N)=NC1(C)C
-2,6,-1,15,12,0,-6,10,-3.1,15,20,Cc1ccc(S(=O)(=O)N(C)C)cc1NC(=O)COC(=O)C1CC(=O)N(c2ccc3c(c2)OCCO3)C1 (configuration not stated)
-25,3,-15,-9,-50,5,-99,-55,6.2,-58,-2,COc1ccc(O)c(-c2cc(-c3ccccc3Cl)[nH]n2)c1
4,2,-2,2,3,-2,5,8,-0.1,5,-1,O=C1C2CCc3ccccc3C2N1c1ccccc1 (configuration not stated)
-11,-7,-8,4,-115,9,-60,-66,-3.3,-56,-4,Cc1ccc(C(=O)Nc2nc(C)c(C(=O)N(C)C)s2)o1
3,-6,-6,-2,-42,16,-6,-18,0.3,4,26,O=C(O)c1cnn(-c2ccccc2)c1C(F)(F)F
-17,4,4,-3,-17,-5,3,5,-0.2,-18,18,COc1ccc(C)cc1NC(=S)N1CCN(S(C)(=O)=O)CC1
-1,2,-8,-3,-3,-4,-31,6,2.0,-5,-2,Cc1ccc(N2C(=O)[C@@H]3[C@H](C2=O)[C@H]2C=CC=NN2[C@@H]3C(=O)Nc2ccc(Cl)cc2)cc1
19,-1,1,-1,-14,-8,-15,-3,-0.1,2,19,CCS(=O)(=O)Nc1ccc(-c2nnc(SCC(=O)OC)o2)cc1
34,1,3,-4,0,7,25,4,-0.8,17,3,Cc1ccc(SCC2(O)CCN(S(=O)(=O)c3ccc(Cl)cc3)CC2)cc1
-10,6,2,10,9,2,7,7,-2.3,2,4,Cc1ccc(/C=C2\SC(N3CCN(C(c4ccccc4)c4ccccc4)CC3)=NC2=O)o1
0,-15,-10,-9,-16,-10,-20,-21,1.2,-60,1,CN(C)c1ccc(NC(=O)Cn2cc3c(n2)CCCC3)cc1
8,2,-5,4,-6,-2,8,10,-0.8,5,25,Cn1cnnc1SCC(=O)Nc1cccc(S(=O)(=O)N2CCOCC2)c1
-16,0,-6,-4,-72,6,-18,-75,-0.2,-69,-2,COC(=O)c1ccc(NC(=O)Nc2ccc(F)cc2)cc1
-2,1,5,-1,4,10,-3,7,-1.8,7,2,CCN(CC)CCNC(=O)c1ccc2c(c1)ncn2C1CCCCC1
6,5,0,-9,8,3,-3,20,0.2,3,0,COc1ccc(Br)cc1C(=O)Nc1ccccc1-c1ccccc1
2,2,.,-2,7,.,7,2,-1.2,-20,3,CCCC(C)(C)C(=O)N1CCC1(C)C(=O)Nc1ccc2c(c1)OCCO2 (configuration not stated)
-46,-4,-50,4,-112,-8,-71,-157,-1.8,-108,8,O=[N+]([O-])c1ccccc1OCc1nc(-c2cccs2)no1
-7,11,0,-1,-22,5,13,6,-1.5,17,6,COC(=O)c1cccc(NC(=O)c2cccc(N3C(=O)CCC3=O)c2)c1
-17,0,-27,-2,-47,5,-49,-16,-1.0,-21,2,Cc1ccc(-c2csc(NC(=O)Cn3cnc4c3c(=O)n(C)c(=O)n4C)n2)cc1C
9,-3,4,2,4,-11,-11,15,6.9,22,13,OCC1(Cc2ccccc2)CCN(Cc2ccc(C(F)(F)F)cc2)CC1
8,-7,1,5,-1,0,-7,-15,-3.2,16,6,CN(C(=O)CSc1nc(O)cc(=O)n1-c1ccccc1F)c1ccccc1
-15,-2,15,0,-15,-5,-15,14,0.2,13,-3,Cc1onc2c(=O)n(-c3ccccc3)nc(-c3ccccc3)c12
-2,1,-8,2,-12,-7,1,-14,-1.5,1,8,C[C@@H]1CN([C@@H](C)CO)C(=O)CCCn2nncc2CO[C@H]1CN(C)S(=O)(=O)c1cn(C)cn1
13,4,4,-5,-6,-2,6,-3,-0.4,0,1,C#CC[N+](C)(C)C(C#Cc1ccccc1)CC=C (configuration not stated)
-1,-1,-10,2,-17,-7,-7,-11,-2.1,2,5,COCCN(Cc1nc2ccccc2c(=O)[nH]1)C(=O)COc1cccc(C(C)=O)c1
15,-1,5,6,9,7,-14,15,-0.2,15,11,Cc1cccc(C(=O)N[C@H](C(=O)Nc2nc3ccc(S(C)(=O)=O)cc3s2)C(C)C)c1
-19,1,-3,-1,11,6,20,7,-2.2,3,-3,CN1C(=O)CC(C(=O)O)SC1=Nc1cc(Cl)cc(Cl)c1 (configuration not stated)
-1,-1,-4,-2,-1,3,-13,15,-1.5,-6,3,Cc1ccccc1NC(=O)COC(=O)c1c(-c2ccccc2)noc1C
3,6,-56,-7,-26,0,-30,-11,-1.1,-44,19,CC1(C)CC(=O)C=C(c2ccc(-c3ccc(OC(F)(F)F)cc3)cc2)C1=O
37,-3,.,-5,0,.,-9,17,1.0,-4,13,C#Cc1cccc(Nc2nc(NCc3ccccc3OC)nc3ccsc23)c1
2,-10,8,7,12,2,-47,21,1.6,6,0,FC(F)(F)c1ccc(-c2cccc3c2C2CC3CCN2Cc2ccccc2)cc1 (configuration not stated)
-4,-13,1,-1,5,-5,-16,-5,-1.4,3,8,CC(=O)Nc1ccc(S(=O)(=O)Nc2nccc(C)n2)cc1
0,4,6,-4,-11,4,9,14,-1.0,6,8,COc1ccc(C(=O)Nc2ccc(C(=O)NCC3CCCO3)cc2)c(OC)c1OC (configuration not stated)
-4,0,-5,-1,6,11,9,-10,0.3,12,-1,Cc1ccc(N2C(=O)c3ccc(C(=O)N4CCN(c5ccccc5F)CC4)cc3C2=O)cc1
-7,-1,.,-2,.,.,11,-10,.,.,.,O=C1NC[C@@H](CCCCN2C[C@H](Cc3ccc(O)cc3)N(CC3CCCCC3)C(=O)C2=O)N(CC2CCCCC2)C1=O
14,-4,-8,3,10,4,-19,8,-1.4,18,13,Cc1cccc(NC(=O)COn2nnc3ccc(S(C)(=O)=O)cc32)c1
0,-7,1,3,-29,-12,-12,2,-0.8,3,0,Cc1ccc(-c2nnn(CC(=O)N(c3ccccc3)C(C(=O)NC3CCCC3)c3ccncc3)n2)o1 (configuration not stated)
-9,-12,4,1,5,-2,-41,6,-0.2,-9,11,COc1ccc(N(C(=O)C2CCCCC2)S(=O)(=O)c2cccc3cccnc23)cc1
-44,-7,-27,-5,-91,3,-85,-161,-1.3,-55,-1,CC(C)(C)OC(=O)N/N=C\C=C\c1ccc2c(c1)OCO2
6,9,5,16,-12,-10,24,14,-3.0,0,15,O=C(CCl)N1CCN2C(=O)c3ccccc3C12c1ccc(Cl)cc1 (configuration not stated)
13,3,13,-4,13,-11,-7,12,0.4,-13,-5,COc1ccc(CNC(=O)c2c(C)oc3c2C(=O)c2ccccc2C3=O)cc1
10,4,-7,3,7,-2,4,6,-1.5,-12,10,CCC(=O)NC(c1ccc([N+](=O)[O-])cc1)c1c(O)ccc2ccccc12 (configuration not stated)
-34,11,-1,-10,-4,-4,1,12,0.0,-10,1,NS(=O)(=O)c1ccc(CCNC(=O)c2cnc(Cl)c(Cl)c2)cc1
-3,-3,12,2,-11,-2,-1,-8,0.3,-23,-4,O=C(COc1coc(CN2CCCc3ccccc32)cc1=O)Nc1cccc([N+](=O)[O-])c1
-3,-55,7,-4,-3,-6,-28,-8,-0.9,4,8,O=C(NCCNC(=O)c1cnccn1)c1cccc(Cl)c1
-1,5,0,0,9,-3,0,11,0.0,-18,19,Cc1ccc(CNC(=O)C2CCN(c3nc(C)cc(C)n3)CC2)cc1
-10,-9,2,4,-8,8,29,10,-1.7,9,-3,CCn1c(Sc2nc(C)nc3scc(-c4cccs4)c23)n[nH]c1=O
-1,-9,-2,-2,2,3,-12,22,4.9,10,-7,CCc1cc(=O)oc2cc(C)c3c(C)coc3c12
1,-4,-9,7,2,-2,12,-12,-2.1,12,0,CCCSc1nc(O)c(C2OC(=O)c3c2ccc(OC)c3OC)c(=O)n1-c1ccccc1 (configuration not stated)
